Screening data from PubChem BioAssay.
TbREL1 primary = TbREL1 RNA ligase inhibitors, primary screen, biochemical, FRET fluorescence; RNA-editing ligase 1, mitochondrial (Trypanosoma brucei brucei), P86926; TbREL1 RNA ligation; inhibition, % at 9.66 µM; 89,000 compounds, 0.49% hits; AID 1117264, 2014;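 active means inhibition above the mean inhibition across all screened compounds plus 3 SD, cut at about 11% in these data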;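 further: 0% = plate median of test wells and 100% = NSC42067 control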
Target sequence (P86926 whole entry, looked up): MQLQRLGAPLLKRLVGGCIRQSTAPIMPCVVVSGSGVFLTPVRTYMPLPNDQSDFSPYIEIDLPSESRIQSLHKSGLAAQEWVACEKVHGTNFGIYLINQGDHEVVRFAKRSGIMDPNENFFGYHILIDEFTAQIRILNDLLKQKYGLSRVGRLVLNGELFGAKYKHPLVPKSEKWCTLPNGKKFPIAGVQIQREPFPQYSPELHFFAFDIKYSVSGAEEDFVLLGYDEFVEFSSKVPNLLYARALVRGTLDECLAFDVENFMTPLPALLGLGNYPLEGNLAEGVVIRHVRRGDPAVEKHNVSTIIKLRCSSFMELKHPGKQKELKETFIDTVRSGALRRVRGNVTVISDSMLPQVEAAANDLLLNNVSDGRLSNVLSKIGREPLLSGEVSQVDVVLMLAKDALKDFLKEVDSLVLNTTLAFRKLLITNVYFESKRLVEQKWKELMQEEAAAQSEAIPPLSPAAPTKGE
The depositor's hits bear a star. The list is partial; the hit share may differ from the screen's.

| smiles | TbREL1 primary |
| --- | --- |
| CCOC(=O)Cn1c2ccc(C)cc2c2nc(C)sc21 | 55.0* |
| COc1ccc(CCC(=O)NCc2cn3ccccc3n2)cc1 | -0.5 |
| NC(=S)NNC(=O)c1ccccc1 | -2.0 |
| O=C(COC(=O)C1=COCCO1)Nc1ccc([N+](=O)[O-])cc1C(F)(F)F | -2.2 |
| O=C1C2CC=C(Cl)CC2C(=O)N1CNc1ccccn1 (stereo not given) | 1.0 |
| O=S1(=O)CCO[C@H]2Cc3ccccc3[C@H]2N1Cc1ccccc1F | 2.1 |
| CSc1nnc(Cc2cc(=O)[nH]c(=O)[nH]2)n1-c1cccc(C)c1 | 1.9 |
| COCCSc1ccccc1C(=O)Nc1ccc2c(c1)OCCO2 | 1.6 |
| Cc1cc(NC(=O)c2cccc(Cl)c2)n[nH]1 | 3.9 |
| CCN(C(=O)COC(=O)/C=C/c1ccc(C)o1)c1c(N)n(Cc2ccccc2)c(=O)[nH]c1=O | -5.8 |
| Cc1cc(C)c(NC(=O)Cn2nnc(C(=O)NCc3cccs3)c2N)c(C)c1 | 3.0 |
| Cc1ccc(S(=O)(=O)Nc2ccc3c(c2)nc(CCN2CCOCC2)n3C)cc1 | 0.2 |
| O=S(=O)(c1ccc2c(c1)CCCN2)N1CCCC1 | 1.4 |
| COc1ccc(Cn2c(=O)[nH]c3cc(C(=O)NCCc4ccc(S(N)(=O)=O)cc4)ccc3c2=O)cc1 | -3.5 |
| CCOC(=O)c1c(C)[nH]c(C(=O)NCC(c2ccco2)N2CCCCC2)c1C (stereo not given) | -1.6 |
| O=C(CN(C(=O)CNC(=O)c1cccs1)c1ccc(F)cc1)NC1CCCCC1 | 3.4 |
| COc1ccc(N2CCN(C(=O)C3CCCN(S(=O)(=O)c4cccc5cccnc45)C3)CC2)cc1 (stereo not given) | -5.9 |
| C=CCOC(=O)C1=C[C@H](c2ccc(Br)cc2)C[C@H](OCCCCO)O1 | 2.4 |
| CCOC(=O)CNC(=S)N(Cc1ccccc1)Cc1cccs1 | -5.7 |
| Cc1ccccc1Cn1c(CN2CCc3ccccc3C2)nc2c1c(=O)n(C)c(=O)n2C | 0.8 |
| COc1ccc2[nH]c3c(=O)n(CCCN4CCOCC4)cnc3c2c1 | 0.3 |
| OCCNCCNCc1ccc(-c2ccccc2)cc1 | 3.6 |
| CN(C)C(C)(C)/C=C/C(O)(c1ccccc1)c1ccccc1 | -0.5 |
| CCOc1cc(N2CCOCC2)c(OCC)cc1NC(=O)C(C)C | 2.1 |
| CSCCC(NC(=O)COc1ccccc1)C(=O)N1CCN(c2ccccc2F)CC1 (stereo not given) | -5.2 |
| Fc1ccc2cnc(-c3ccccc3)c(-c3cccc(C(F)(F)F)c3)c2c1 | 2.4 |
| S=C(NCc1ccco1)Nc1ccc(Cl)cn1 | 3.5 |
| COc1cc(NC(=O)c2c(F)c(F)c(OC)c(F)c2F)ccc1NC(=O)c1cccs1 | 6.9 |
| CC(C)(C)OC(=O)C[C@H]1C/C=C\C[C@@H](CC(=O)N(CCO)Cc2ccccc2)C(=O)NC[C@@H](c2ccccc2)OC1=O | -0.9 |
| S=C(c1ccc(-c2ccc(Cl)cc2)o1)N1CCCCC1 | 3.8 |
| COc1cc(/C=C/C(=O)O)cc(S(=O)(=O)NCC2CCCO2)c1OC (stereo not given) | 0.5 |
| CC1(c2nnnn2Cc2ccccc2)CN(S(C)(=O)=O)CC(=O)N1Cc1cccs1 (stereo not given) | 2.9 |
| CSc1nc2ccc(NC(=O)COc3ccccc3F)cc2s1 | 0.2 |
| CCCn1c(=O)c(C(=O)NCc2ccco2)c(O)c2ccccc21 | -1.4 |
| CC(=O)Nc1ccc(NC(=O)C2CCCCN2S(=O)(=O)c2ccc(C(C)(C)C)cc2)cc1 (stereo not given) | 0.8 |
| O=C(/C=C/c1cccs1)c1ccc(Br)cc1 | 0.4 |
| COc1ccc(NS(=O)(=O)c2cc(NC(=O)c3ccco3)ccc2N2CCCCC2)cc1 | -2.6 |
| CC1(C)CC(=O)c2sc(NS(=O)(=O)Cc3ccccc3)nc2C1 | 2.7 |
| COc1ccc(CCC(=O)OCC(=O)N(C)c2c(N)n(Cc3ccccc3)c(=O)[nH]c2=O)cc1 | 0.3 |
| CCN(CC)CCN1C(=O)C(=O)/C(=C(/O)c2ccc(OC(C)C)cc2)C1c1ccncc1 (stereo not given) | 2.3 |
| Cc1nc2ccccc2c(C)c1CC(=O)N(C)CC(=O)Nc1cccc(F)c1 | -0.3 |
| Cc1cccc(C)c1-n1c(SCC(=O)NCc2ccco2)nc2ccccc2c1=O | -0.3 |
| Cc1ccnc(SCc2cc(=O)c(OC(=O)c3ccc(C#N)cc3)co2)n1 | 10.2 |
| CC(C)(C)c1ccc(S(=O)(=O)N2CCCC(C(=O)NCc3ccco3)C2)cc1 (stereo not given) | -0.3 |
| O=c1oc2cc(Br)ccc2n1CSC1=NCCS1 | 1.5 |
| CN(C)S(=O)(=O)c1ccc(C(=O)OCC(=O)NC(=O)NC2CCCC2)cc1 | -0.7 |
| CCc1cc(C(N)=O)c(NC(=O)c2ccc(OC)cc2)s1 | 1.9 |
| Cc1ccc(N2C(=O)CCSC23C(=O)Nc2ccccc23)cc1 (stereo not given) | 0.4 |
| Cn1c(NC2=NC3(CCCC3)C3=C(CCCC3=O)N2)nc2ccccc21 | -1.8 |
| CCn1cc(C(=O)NCC2CCCO2)c(=O)c2cc(S(=O)(=O)N3CCC(C)CC3)ccc21 (stereo not given) | -1.2 |

Reformatted as labelled records: 4 of the compounds above
> Cn1c(NC2=NC3(CCCC3)C3=C(CCCC3=O)N2)nc2ccccc21
  TbREL1 primary: -1.8

> CC(C)(C)c1ccc(S(=O)(=O)N2CCCC(C(=O)NCc3ccco3)C2)cc1 (stereo not given)
  TbREL1 primary: -0.3

> CN(C)S(=O)(=O)c1ccc(C(=O)OCC(=O)NC(=O)NC2CCCC2)cc1
  TbREL1 primary: -0.7

> CSc1nc2ccc(NC(=O)COc3ccccc3F)cc2s1
  TbREL1 primary: 0.2

The list goes on:
| smiles | TbREL1 primary |
| --- | --- |
| COc1ccc(OC)c(S(=O)(=O)N2CCC(C(=O)NCc3cccs3)CC2)c1 | 3.4 |
| O=C(CSCc1ccc(Cl)cc1)Nc1ccc2c(c1)OCCO2 | 2.2 |
| CC(=O)Nc1ccc(NC(=O)CCc2c(C)noc2C)cc1 | 1.7 |
| CCOC(=O)c1[nH]ncc1CN1CCN(Cc2ccccc2)C(CCO)C1 (stereo not given) | -0.4 |
| O=C(CNC(=O)c1ccccc1)Oc1ccc([N+](=O)[O-])cc1 | 2.0 |
| COc1ccc(OC)c(C2C(C(C)=O)=C(O)C(=O)N2CCN2CCOCC2)c1 (stereo not given) | -0.1 |
| CCn1cc(C(=O)Nc2sc(C)c(C)c2C(=O)OC)cn1 | -1.5 |
| Cc1ccc(NC(=O)COC(=O)Cn2c(C)csc2=O)cc1S(=O)(=O)N1CCOCC1 | -0.7 |
| COc1ccc(CNC(=O)c2cc(C(=O)C3CC3)c[nH]2)cc1 | 1.7 |
| O=C(OCC(=O)N1CCN(C(=O)c2ccco2)CC1)c1cncc(Br)c1 | 4.1 |
| COc1cc2nc(=S)n3[nH]c(CCn4c(C)nc5ccccc54)nc3c2cc1OC | -4.2 |
| Oc1ccc(-c2csc(Nc3ncccn3)n2)cc1 | 5.7 |
| COc1ccc(/C(N)=N/OC(=O)CCC2CCCC2)cc1 | 2.4 |
| CCN(C(=O)CSc1nc2ccccc2c(=O)n1Cc1ccc(C)cc1)C1CCS(=O)(=O)C1 (stereo not given) | 6.2 |
| COc1cccc(CNC(=S)Nc2cc(OC)ccc2OC)c1 | -5.2 |
| O=C(N/N=C\c1cccc(OC(=O)c2ccco2)c1)c1ccc2c(c1)OCO2 | 1.0 |
| CC(NC(=O)CN1CCN(C(=O)c2cccs2)CC1)c1ccc(F)cc1F (stereo not given) | -7.5 |
| COc1ccc(/C=C/c2c(-c3cccc(C)c3)oc3ccc(N4CCOCC4)cc23)cc1 | -1.7 |
| CSCC[C@H](NC(=O)C1CCN(S(=O)(=O)c2ccc(C)cc2)CC1)C(=O)NCC1CCCO1 (stereo not given in full) | -2.4 |
| CC(C)c1cc(C(C)C)c(S(=O)(=O)N2CCC(c3cn4ccccc4n3)CC2)c(C(C)C)c1 | -0.1 |
| CCCN(CCC)Cc1c(C(=O)N/N=C/C(C)=C\c2ccccc2)nnn1-c1nonc1N | 1.6 |
| O=C(c1ccc(N2C(=O)C3CCCCC3C2=O)cc1)N1CCCCC1 (stereo not given) | 2.9 |
| COc1ccc(OCC(=O)NNC(=O)c2ccccn2)cc1 | 2.7 |
| COc1cc(OC)cc(C(=O)NCC(=O)OCc2csc(-c3ccccc3)n2)c1 | -2.2 |
| Cc1c(Cl)cccc1NC(=S)N(CCCN1CCOCC1)Cc1cccs1 | -4.1 |

Next section.
SMILES	TbREL1 primary
COCCSc1nc(N)c2c3c(sc2n1)CN(C)CC3	2.9
CCC(=O)Nc1cccc(C(=O)OCC(=O)c2ccccc2Cl)c1	-0.1
Nc1nnnn1CC(=O)N/N=C/c1ccccn1	2.9
CCOC(=O)N1CCC(NC(=O)C2=CCN(S(=O)(=O)c3ccc(OC)cc3)CC2)CC1	-1.6
O=S(=O)(/C=C/c1ccccc1)N1CCN(c2cccc(Cl)c2)CC1	1.1
CCCC1S/C(=N/N=C/c2cccs2)NC1=O (stereo not given)	0.5
O=C1Oc2ccccc2C2(O)C3CCCCCC3C12 (stereo not given)	1.0
c1ccc(N2CCN(c3nc4ccccc4n4cnnc34)CC2)cc1	-4.7
O=C(O)C1CCN(C(=O)COc2ccc3c4c(c(=O)oc3c2)CCC4)CC1	5.2
Cn1c(=O)[nH]c2ccc([N+](=O)[O-])nc21	4.5
COc1ccc([C@H]2/C=C\CN(S(=O)(=O)c3ccc(C)cc3)[C@@H](C)C(=O)N2Cc2ccc(F)cc2)cc1	-0.2
CCOC(=O)C1(Cc2ccccc2C(F)(F)F)CCN(C(C)CCn2cccn2)CC1 (stereo not given)	0.8
CCNc1sc(C(=O)c2cccs2)c(N)c1C#N	-1.3
COc1cc(C(=O)NNC(=O)c2ccco2)cc(OC)c1OC	1.7
COC(=O)c1ccccc1NC(=O)/C=C/c1cc(OC)c(OC)c(OC)c1	3.1
O=C(Oc1c(CN2CCOCC2)cc(Cl)c2cccnc12)c1ccccc1Cl	-3.6
COc1ccc([C@@H]2[C@@H]3C(=O)N(C(C)(C)C)C(=O)[C@@H]3[C@]3(C)C(=O)N(c4cccc(F)c4)C(=O)N23)cc1	-1.2
CCCOC(=O)C(C)n1c(-c2ccccc2)nc2ccccc2c1=O (stereo not given)	1.7
O=C(NCc1cccs1)c1cc(-c2cccs2)on1	0.2
Cc1ccc(F)cc1NC(=O)COC(=O)C1CCN(c2ccc(C(F)(F)F)cn2)CC1	-3.2
COc1ccc(C2=NN(S(C)(=O)=O)C(c3ccc4nccnc4c3)C2)cc1 (stereo not given)	-1.4
CC(C)n1c(SCC(=O)Nc2ccccc2)nc2c1c(=O)n(C)c(=O)n2C	0.1
O=C(c1ccc(-c2cccc(C(F)(F)F)c2)o1)N1CCOCC1	-0.8
CN(C)/C=N/C(=S)Nc1ccc(Cl)cc1Cl	-3.2
CC1Cc2ccccc2N1C(=O)C1CCCN(S(=O)(=O)c2cccc3nsnc23)C1 (stereo not given)	3.8
CC1CCC2(CC1)NC(=S)N(C(C)(C)C)N2 (stereo not given)	-4.6
Cc1cccn2cc(-c3ccc(Cl)cc3)nc12	-1.5
CC(C)CC(NC=C1C(=O)OC(C)(C)OC1=O)C(=O)O (stereo not given)	4.0
CC(=O)Nc1ccc(NC(=O)C/C(C)=N/NC(=O)c2cccc3ccccc23)cc1	7.3
O=C(CC1S/C(=N\S(=O)(=O)c2ccccc2)N(c2ccccc2)C1=O)Nc1ccc(F)cc1 (stereo not given)	-0.6
CCOc1ccc(Cn2nnc(C(=O)Nc3cc(C)cc(C)c3)c2N)cc1	5.0
COc1cc2nc(=S)n3[nH]c(COc4ccccc4C)nc3c2cc1OC	-1.7
Cc1ccc(NC(=O)Cn2cc(S(=O)(=O)c3ccccc3)c(=O)c3cc(F)ccc32)cc1	2.4
Cn1c(=O)n(Cc2ccc(F)cc2)c(=O)c2c1nc1n2CCCN1C1CCCCC1	-2.5
CC1CN(C(=O)Cn2cc(S(=O)(=O)CC(=O)N(C)c3ccccc3)c3ccccc32)CC(C)O1 (stereo not given)	3.7
O=C1C2CCCN2C(c2ccc(F)cc2)N1c1ccc(Cl)cc1 (stereo not given)	-0.6
CCOC(=O)N1C2=NC(C(=O)OC)=C(C(=O)OC)[C@@H]3N(C)c4ccc(OC)cc4[C@]23C[C@H]1C(=O)OC	-5.0
COCc1ccc(-c2c(-c3ccccc3OC)sc3cc4c(cc23)OCO4)cc1	1.5
CN(Cc1nc(Cc2ccccc2F)no1)[C@@H]1CS(=O)(=O)C[C@H]1O	-0.9
Cc1ccc(C2CC(c3cccc(Cl)c3)n3nc(N)nc3N2)cc1 (stereo not given)	-0.1
CCC(CO)Oc1cc(NCc2ccccn2)c2ncn(C(C)C)c2c1 (stereo not given)	-1.4
CCCCc1cc(=O)oc2c(CN3CCCC3)c(O)c(Cl)cc12	-3.8
CCc1nc2ccc(C(=O)N3CCN(S(=O)(=O)CC)CC3)cn2c1N(CC)CCOC	-1.2
COC(=O)CSc1nc(-c2ccccc2)nc2ccc(F)cc12	2.3
Cc1cc(C(=O)N2CCc3ccccc3C2)c(C)o1	1.0
CCOC(=O)c1oc2ccccc2c1NC(=O)c1ccc(S(=O)(=O)N(C)C)cc1	-2.5
O=C(CNC(=O)c1[nH]cnc1C(=O)NC(c1ccccc1)c1ccccc1)OCc1ccccc1	6.8
O=C1CCN(C(=O)Nc2cccc(Cl)c2)N1	-3.5
CCN(CC(=O)Nc1ccc2c(c1)OCCO2)C(=O)CC(NC(C)=O)c1ccccc1 (stereo not given)	-0.3
C=CCn1c(COc2ccc(C)cc2)nnc1SCC(=O)Nc1cc(Cl)cc(Cl)c1	4.2
O=C(CS(=O)(=O)Cc1ccccc1)N1CCN(C(=O)c2ccco2)CC1	-1.1
